GPR151 ag – activators of human GPR151, primary screen, cell-based, PathHunter beta-arrestin, luminescence | activation, % at 11.2 µM | AID 1508602, 2020 | PathHunter beta-arrestin GPR151 cells | 650,000 tested, 1% active | G-protein coupled receptor 151 (Homo sapiens), Q8TDV0; in the data active = activation above about 4.9%;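 also: 0% = median of compound wells and 100% = cells with positive control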
Target sequence (Q8TDV0 whole entry, looked up): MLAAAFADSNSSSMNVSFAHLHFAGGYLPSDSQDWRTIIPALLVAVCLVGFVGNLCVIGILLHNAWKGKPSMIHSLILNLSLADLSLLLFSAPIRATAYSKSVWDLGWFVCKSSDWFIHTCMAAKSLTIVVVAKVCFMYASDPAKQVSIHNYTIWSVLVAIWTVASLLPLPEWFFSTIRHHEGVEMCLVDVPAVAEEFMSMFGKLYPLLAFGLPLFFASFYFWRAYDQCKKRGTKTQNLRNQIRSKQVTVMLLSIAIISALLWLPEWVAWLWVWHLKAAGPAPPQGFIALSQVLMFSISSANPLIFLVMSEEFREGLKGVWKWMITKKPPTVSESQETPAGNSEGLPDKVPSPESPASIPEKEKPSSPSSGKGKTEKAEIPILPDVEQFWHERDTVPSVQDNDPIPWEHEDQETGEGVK
MITF inh – MITF inhibitors, primary screen, biochemical, AlphaScreen, human. AlphaScreen MITF homodimerization, bead proximity signal. inhibition, % at 2.6 µM. 650,000 tested, 0.91% active. AID 1259374, 2018; in the data active = inhibition above about 50%;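 also: 0% = vehicle wells with protein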
Target sequence (O75030 whole entry, looked up): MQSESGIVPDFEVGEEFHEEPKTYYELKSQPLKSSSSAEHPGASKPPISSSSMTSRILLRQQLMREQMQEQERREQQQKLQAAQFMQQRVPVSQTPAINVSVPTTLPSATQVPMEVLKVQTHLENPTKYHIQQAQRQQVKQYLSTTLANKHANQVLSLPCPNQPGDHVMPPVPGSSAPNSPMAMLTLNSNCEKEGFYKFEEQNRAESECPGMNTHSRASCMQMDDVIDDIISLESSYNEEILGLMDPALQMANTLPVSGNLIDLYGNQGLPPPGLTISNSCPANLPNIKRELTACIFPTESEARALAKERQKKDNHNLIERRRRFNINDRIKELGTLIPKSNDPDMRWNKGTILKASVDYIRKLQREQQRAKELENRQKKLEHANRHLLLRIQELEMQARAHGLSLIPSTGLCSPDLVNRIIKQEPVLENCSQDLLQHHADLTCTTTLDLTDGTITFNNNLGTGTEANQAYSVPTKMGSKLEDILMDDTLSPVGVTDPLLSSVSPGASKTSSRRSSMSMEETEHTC
TEAD-YAP inh – TEAD-YAP interaction inhibition, primary screen, TEAD-YAP interaction inhibitor project, luminescence, HEK-TIYL cells. TEAD-Gal4/YAP UAS-luciferase luminescence. inhibition, % at 9.12 µM. 640,000 tested, 1.4% active. AID 1259422, 2018; in the data active = inhibition above about 32%;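 also: 0% = median of test compound wells and 100% = reference inhibitor wells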
FBW7 act – FBW7 E3 ligase activators, primary screen, biochemical, AlphaScreen, human; 650,000 tested, 0.13% active; F-box/WD repeat-containing protein 7 (Homo sapiens), Q969H0; AlphaScreen FBW7–phospho-cyclin E peptide binding, activator screen; normalized activity (activation), % at 26.1 µM; in the data active = normalized activity above about 1.9%;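 also: purified mutant Fbw7 with reduced substrate affinity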
Starred values were filed as active, the others as inactive; & = joins results of further samples.

#	SMILES	GPR151 ag	MITF inh	TEAD-YAP inh	FBW7 act
1	COC(CNC(=O)c1ccc2c(c1)nc(C)n2-c1ccc(Br)cc1)OC	1.4	1	2	-0.1
2	O=C(NCc1ccc(Cl)cc1Cl)Nc1ccccc1	-1.3	14	-45	1.3
3	CC(=O)NC(=S)Nc1ccc(S(=O)(=O)Nc2cc(C)on2)cc1	-1.8	4	2	0.0
4	CC[C@H](C)[C@@H]1NC(=O)[C@@H]2C[C@H](NCc3cccc(OC)c3)CN2C1=O	-1.7	18	6	1.1
5	COc1ccc(N2CCN(C(=O)c3ccc(CO)cc3)CC2)cc1	-1.9	-12	9	0.1
6	O=C(CSc1nc2ccccc2[nH]1)Nc1nc2ccccc2s1	-1.0	8	-6	-0.1
7	COc1ccc(-c2noc(N3CCCCCC3)n2)cc1	-0.1	-9	-81	-0.2
8	Cc1c(C(=O)NCCN(C)C)sc2nc(C)n(C)c(=O)c12	0.0	1	5	-0.1
9	N#C/C(=C/c1ccc(O)cc1)C(=O)Nc1cccc(Br)c1	0.3	-1	8	0.0
10	C=C(C)CC(c1ccccc1)N(C(C)=O)c1ccco1 (configuration not stated)	1.2	4	8	0.1
11	COC(CNC(=O)c1ccc(CS(=O)c2ccccc2)o1)OC (configuration not stated)	0.5	4	-7	0.1
12	O=C(NC1CC1)c1csc(NCc2ccc3c(c2)OCO3)n1	0.0	12	9	0.1
13	OCCC1CN(Cc2ccc3nonc3c2)CCN1Cc1ccc(F)c(F)c1 (configuration not stated)	4.4	5	1	0.2
14	COc1cc(C(=O)NCCOc2ccc3nnc(-c4ccccc4)n3n2)cc(OC)c1OC	-0.3	7	-12	0.1
15	O=C(CC1C(=O)NCCN1Cc1ccc(-c2ccccc2)cc1)NC1CCOCC1 (configuration not stated)	-0.6	12	-1	0.1
16	COc1cccc(C(=O)N2CCN(C3CC4CCC3C4)CC2)c1 (configuration not stated)	0.8	43	-5	0.1
17	Cn1nccc1Nc1cc(C(=O)Nc2ccc(N3CCOCC3)cc2)c2ccccc2n1	-2.1	2	-1	0.6
18	Cc1sc(NC(=O)c2cccc(C(F)(F)F)c2)nc1-c1ccccc1	0.8	0	7	-0.2
19	FC(F)(F)c1ccc2nnc(-c3ccc4c(c3)OCO4)n2c1	-0.1	1	-1	0.0
20	COc1ccc(NC(=O)CSc2cn(Cc3ccc(F)cc3)c3ccccc23)cc1	-0.9	-6	-1	0.0
21	COc1ccc(/C=C2\N=C(C3CCCCC3)OC2=O)cc1	-0.7	14	-1	0.0
22	COc1ccc2nc3sc(C(=O)Nc4nonc4C)c(N)c3cc2c1	-0.3	10	0	0.0
23	CC1=CC(C)(C)N(C(=O)COc2ccc(Cl)cc2Cl)c2ccc(C(c3ccccc3)(c3ccccc3)c3ccccc3)cc21	-1.0	-5	3	-0.2
24	Oc1cccc(Nc2nc3ccccc3n3cnnc23)c1	1.9	-6	1	-0.2
25	Cc1ccc(C(=O)/C=C/Nc2ccc(F)cc2)cc1	-1.5	3	-27	0.0
26	COc1ccc(Cl)cc1NC(=O)CSc1nc2ccccc2n1S(=O)(=O)c1ccccc1	-0.9	24	-4	0.1
27	O=C(CSc1n[nH]c(Cc2ccccc2)n1)Nc1cccc(Cl)c1	-0.6	16	6	0.0
28	Cc1ccc(C)c(S(=O)(=O)N2CC(=O)N(CCc3ccccc3)C(=O)C2)c1	-0.1	3	1	-0.1
29	O=[N+]([O-])c1cc(Oc2ccccc2)cc(Oc2cccnc2)c1	1.7	2	-1	-0.4
30	O=C(N/N=C/c1cccc(Cl)c1)c1cc(-c2cccs2)[nH]n1	0.3	10	8	0.2
31	Cc1nn(-c2ccccc2)c(N2CCCCC2)c1C=C(C#N)C#N	0.1	-3	7	0.2
32	Cc1oc(C(=O)N2CCCC(c3[nH]ncc3-c3ccncc3)C2)cc1CN1CCOCC1 (configuration not stated)	0.2	3	5	0.2
33	O=C(CSc1nc2[nH]ncc2c(=O)n1-c1ccc(Cl)cc1)c1ccc(Cl)cc1	-1.1	4	4	0.0
34	CCCC(CCC)C(=O)Nc1ccncc1	8.7*	11	-3	1.1
35	CCn1c(C(=O)O)c(CC(=O)Nc2cccc(Cl)c2)c2ccccc21	-0.7	-6	-4	0.0
36	Cc1ccc(C(=O)Oc2ccc(-c3cnc4ccccc4n3)cc2)cc1	-0.2	2	11	0.1
37	COCc1ccc(CN2CCC(CCC(=O)Nc3cccc(OC)c3)CC2)o1	1.6	6	-1	0.0
38	CCOC(=O)c1c(NC(=O)CSc2nc3ccccc3[nH]2)sc2c1CCN(C)C2	2.6	-1	6	0.2
39	Cc1noc(C)c1C(=O)Nc1ccccc1I	-0.2	7	-1	-0.1
40	CCOc1ccc(OC(=O)c2sc3ncn(CC)c(=O)c3c2C)cc1	-0.3	19	-2	0.2
41	CCn1c(C)c(C2=CCN(S(=O)(=O)c3ccc([N+](=O)[O-])cc3)CC2)c2ccccc21	-0.5	18	-8	1.0
42	Cc1ccc(N(C)C(=O)Cn2c(=O)oc3cc(S(=O)(=O)N4CCCC4)ccc32)cc1	-0.4	-1	8	-0.1
43	CC(C)Oc1ccc(C(=O)Oc2coc(CSc3nncn3C)cc2=O)cc1	4.2	2	0	-0.4
44	Cc1cc(NC(=O)CSCc2ccc([N+](=O)[O-])cc2)no1	0.0	8	-4	0.1
45	Cc1cc(NCCN2CCOCC2)nc(Nc2cccc(N(C)C)c2)n1	4.2	8	7	-0.1
46	CC(C(=O)NC(C)(C)C)n1sc2ccccc2c1=O (configuration not stated)	0.8	9	0	0.1
47	COc1ccc([N+](=O)[O-])cc1N(CC(=O)Nc1cccc(F)c1)S(C)(=O)=O	2.0	5	-8	0.1
48	Clc1ccc(C2N(c3ccc(Cl)cc3)CCN2c2ccc(Cl)cc2)cc1	-0.6	2	-1	0.3
49	O=C(COc1ccccc1)N1CCNC1=O	-0.1	3	0	-0.1
50	COc1ccc(OC)c(/C=C2\C(=O)NC(=O)N(c3cccc(Br)c3)C2=O)c1	0.1	1	8	-0.5
51	CN(C)CCN(Cc1cc2cc3c(cc2nc1Cl)OCO3)C(=O)c1ccco1	0.8	29	0	0.1
52	CCn1c(SCC(=O)Nc2ccccc2OC)nnc1-c1ccc(N)cc1	-0.4	13	-6	0.1
53	O=C1NC2(Nc3ccccc31)C(=O)Nc1ccccc12 (configuration not stated)	-0.8	-4	4	-0.2
54	NC(=O)c1ccc(NC(=O)c2ccccc2I)cc1	0.2	8	-12	0.1
55	Cn1c(N2CCC(C(=O)NC3CCN(Cc4ccccc4)CC3)CC2)nc2ccccc21	-0.2	-10	20	0.0
56	Cc1nc(N2CCCCC2C)c2c(C)c(C(=O)Nc3ccccc3C(F)(F)F)sc2n1 (configuration not stated)	0.1	-15	-7	0.0
57	Cc1ccccc1OCC(=O)Nc1ccc(S(=O)(=O)Nc2ccc(F)cc2)cc1	3.6	-14	-2	0.0
58	CC1CCN(c2nc3nonc3nc2Nc2cccc(Cl)c2)CC1	2.0	-1	30	-0.1
59	CCN(CC)S(=O)(=O)c1ccc2c(c1)N(CC(=O)O)C(=O)CO2	-1.7	17	-9	0.3
60	COc1cc(/C=N/NC(=O)c2c(C)nc3cc(C)ccn23)ccc1O	-1.0	20	7	0.4

Going on with the list:
#	SMILES	GPR151 ag	MITF inh	TEAD-YAP inh	FBW7 act
61	COC(=O)c1ccc(C2Nn3c(C)nnc3SC2C(=O)Nc2cc(C)ccc2C)cc1 (configuration not stated)	-0.7	16	5	0.5
62	CCOC(=O)c1ccccc1NC(=O)c1sc2ncn(CC(=O)N3CCCCC3C)c(=O)c2c1C (configuration not stated)	2.0	11	-3	-0.3
63	CC(C)C(=O)NCCc1nnc2n1CCN(Cc1cccc(Cl)c1)CC2	-1.3	19	6	0.9
64	COc1ccc(S(=O)(=O)N2CCCC2C(=O)Nc2cccc(C(F)(F)F)c2)cc1 (configuration not stated)	-1.7	7	0	0.0
65	O=C(CCn1[nH]c(=O)ccc1=O)N1C2CCC1CC(c1ccc(F)cc1)C2 (configuration not stated)	0.5	-8	2	-0.2
66	O=c1[nH]c(=O)n(C2CCCO2)cc1F (configuration not stated)	-2.3&-2.4	13&17	3&-5	0.5&0.2
67	CC1Cc2ccccc2N1S(=O)(=O)c1ccccc1 (configuration not stated)	2.2	-7	0	0.1
68	CC1=NN(c2ccc(Cl)cc2)C(=O)/C1=C\c1ccc(F)cc1	-0.1	0	-5	0.0
69	O=c1cc(C(F)(F)F)[nH]n1-c1ccccc1	-0.1	-14	1	0.0
70	Cc1ccc(Cl)cc1NC(=O)CSC1=C(C#N)C(c2cccs2)C2=C(CCCC2=O)N1 (configuration not stated)	-0.2	25	-6	-0.1
71	COc1cccc(CN(CC(C)C)C(=O)Nc2ccc(-c3cn[nH]c3)cc2)c1	-2.5	20	-14	0.3
72	Cc1cc(C)nc(N2CCC(C(=O)Nc3ccc4c(c3)CCC4)CC2)n1	0.2	2	6	-0.1
73	COc1ccc(OC)c(-c2cc(C3CCNCC3)[nH]n2)c1	-1.1	11	1	0.2
74	CCOc1ccc(NS(=O)(=O)c2ccc(NC(C)=O)cc2)cc1	1.1	-6	7	0.0
75	CN1CCN(c2ccc(CNS(=O)(=O)c3ccc4c(c3)CCO4)cc2)CC1	1.6	2	0	-0.1
76	COc1cc2c3cc1OCc1c(O)c(OC)cc4c1[C@H](Cc1ccc(cc1)Oc1cc(ccc1O)C[C@H]3N(C)CC2)N(C)CC4	0.8	4	19	-0.1
77	CC1CCCCC1NC(=O)CSc1nnc(-c2ccco2)n1N (configuration not stated)	0.1	10	-1	0.4
78	O=C(CSc1nnc(-c2ccncc2)o1)NC1CC2CCC1C2 (configuration not stated)	-0.9	-2	-3	-0.3
79	CCC(=O)Nc1ccc(NC(=O)CSc2nnnn2Cc2ccccc2)cc1	-0.3	-1	19	-0.1
80	COc1cc(NC(=O)c2ccc(OC(C)=O)cc2)c(OC)cc1NC(=O)c1ccccc1	1.6	10	13	-0.1
81	CN1C(=O)C2(c3cc(Br)ccc31)N1CC3(C)CN2CC(C)(C1)C3=O (configuration not stated)	-1.4	5	3	0.3
82	CCOc1ccc(-n2nc3ccc(NC(=O)COc4ccc(Cl)c(C)c4)cc3n2)cc1	-0.7	-1	-12	0.0
83	COC(=O)C1CC(=O)OC1c1ccccc1 (configuration not stated)	1.8	10	5	0.1
84	Cc1cc(CNC(=O)c2cc(C)n(C)n2)no1	0.2	5	-4	0.1
85	COc1ccc(OCC(=O)O/N=C(\N)Cc2ccc(Cl)cc2Cl)cc1	0.2	-8	9	0.0
86	CC(=O)c1sc(NC(=O)c2ccc(COc3ccccc3Cl)o2)nc1C	-0.8	0	9	0.0
87	CNC(=O)c1cc2c(=O)n3cccc(C)c3nc2n(C)c1=N	-1.7	18	13	0.8
88	CCn1nnc(NC(=O)COc2ccc(Cl)cc2)n1	-1.0	5	0	0.2
89	O=C(CC1S/C(=N/N=C/c2ccc3c(c2)OCO3)NC1=O)Nc1ccccc1 (configuration not stated)	0.0	-6	6	0.0
90	CC(C)C(NC(=O)c1ccccc1F)C(=O)OC/C(O)=C(\C#N)c1nc2ccccc2[nH]1 (configuration not stated)	0.6	17	4	0.1
91	COc1ccccc1-c1nnc(SCC(=O)Nc2ccc(Br)cn2)o1	0.6	4	34*	0.1
92	CCCNC(=O)/C(=C\c1ccc(-c2cccc([N+](=O)[O-])c2)o1)NC(=O)c1ccccc1	0.5	11	20	0.1
93	COc1ccc(NC(=O)CN(C)c2nnc(N3CCCC3=O)s2)cc1	0.1	4	-6	-0.1

Grouped by structure, the entries above containing a CF3 group.
#	SMILES	GPR151 ag	MITF inh	TEAD-YAP inh	FBW7 act
18	Cc1sc(NC(=O)c2cccc(C(F)(F)F)c2)nc1-c1ccccc1	0.8	0	7	-0.2
19	FC(F)(F)c1ccc2nnc(-c3ccc4c(c3)OCO4)n2c1	-0.1	1	-1	0.0
56	Cc1nc(N2CCCCC2C)c2c(C)c(C(=O)Nc3ccccc3C(F)(F)F)sc2n1 (configuration not stated)	0.1	-15	-7	0.0
64	COc1ccc(S(=O)(=O)N2CCCC2C(=O)Nc2cccc(C(F)(F)F)c2)cc1 (configuration not stated)	-1.7	7	0	0.0
69	O=c1cc(C(F)(F)F)[nH]n1-c1ccccc1	-0.1	-14	1	0.0

Reformatted as labelled records: entries from further up
34	CCCC(CCC)C(=O)Nc1ccncc1
  GPR151 ag: 8.7*; MITF inh: 11; TEAD-YAP inh: -3; FBW7 act: 1.1
35	CCn1c(C(=O)O)c(CC(=O)Nc2cccc(Cl)c2)c2ccccc21
  GPR151 ag: -0.7; MITF inh: -6; TEAD-YAP inh: -4; FBW7 act: 0.0
36	Cc1ccc(C(=O)Oc2ccc(-c3cnc4ccccc4n3)cc2)cc1
  GPR151 ag: -0.2; MITF inh: 2; TEAD-YAP inh: 11; FBW7 act: 0.1
37	COCc1ccc(CN2CCC(CCC(=O)Nc3cccc(OC)c3)CC2)o1
  GPR151 ag: 1.6; MITF inh: 6; TEAD-YAP inh: -1; FBW7 act: 0.0

Source: PubChem (The Scripps Research Institute Molecular Screening Center)
